Source: PubChem BioAssay
LAP4 TOR yeast = alters LAP4-GFP fluorescence in TOR pathway yeast screen. S. cerevisiae LAP4-GFP multiplex, flow cytometry GFP, 3 h; median GFP as percent of DMSO wells. GFP response vs DMSO, % at 10 µM. hit rate 0.34% among 320,000. AID 2023;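 active = GFP response vs DMSO above a set limit, about the screen mean plus 3 SD, cut at about 150% in these data; inconclusive = under 70 cell events counted for the yeast strain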
AGP1 TOR yeast = modulators of TOR pathway AGP1-GFP in S. cerevisiae. S. cerevisiae AGP1-GFP multiplex flow cytometry, 3 h; GFP as percent of DMSO wells. GFP response vs DMSO, % at 10 µM. hit rate 0.02% among 320,000;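 active = GFP response relative to DMSO above a set limit, near screen average plus 3 SD, cut at about 150% in these data; inconclusive = fewer than 70 cells counted for the yeast strain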;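 also: median GFP channel fluorescence of the gated AGP1 strain per well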
VLA-4 inh = inhibition in a human VLA-4 binding assay; P13612; VLA-4 expressing cells, ligand binding flow cytometry; inhibition, % (about 7 µM as worked out from the volumes in the protocol); hit rate 0.2% among 330,000; AID 2557; in the data active = inhibition above about 50%
Target sequence (P13612 whole entry, looked up): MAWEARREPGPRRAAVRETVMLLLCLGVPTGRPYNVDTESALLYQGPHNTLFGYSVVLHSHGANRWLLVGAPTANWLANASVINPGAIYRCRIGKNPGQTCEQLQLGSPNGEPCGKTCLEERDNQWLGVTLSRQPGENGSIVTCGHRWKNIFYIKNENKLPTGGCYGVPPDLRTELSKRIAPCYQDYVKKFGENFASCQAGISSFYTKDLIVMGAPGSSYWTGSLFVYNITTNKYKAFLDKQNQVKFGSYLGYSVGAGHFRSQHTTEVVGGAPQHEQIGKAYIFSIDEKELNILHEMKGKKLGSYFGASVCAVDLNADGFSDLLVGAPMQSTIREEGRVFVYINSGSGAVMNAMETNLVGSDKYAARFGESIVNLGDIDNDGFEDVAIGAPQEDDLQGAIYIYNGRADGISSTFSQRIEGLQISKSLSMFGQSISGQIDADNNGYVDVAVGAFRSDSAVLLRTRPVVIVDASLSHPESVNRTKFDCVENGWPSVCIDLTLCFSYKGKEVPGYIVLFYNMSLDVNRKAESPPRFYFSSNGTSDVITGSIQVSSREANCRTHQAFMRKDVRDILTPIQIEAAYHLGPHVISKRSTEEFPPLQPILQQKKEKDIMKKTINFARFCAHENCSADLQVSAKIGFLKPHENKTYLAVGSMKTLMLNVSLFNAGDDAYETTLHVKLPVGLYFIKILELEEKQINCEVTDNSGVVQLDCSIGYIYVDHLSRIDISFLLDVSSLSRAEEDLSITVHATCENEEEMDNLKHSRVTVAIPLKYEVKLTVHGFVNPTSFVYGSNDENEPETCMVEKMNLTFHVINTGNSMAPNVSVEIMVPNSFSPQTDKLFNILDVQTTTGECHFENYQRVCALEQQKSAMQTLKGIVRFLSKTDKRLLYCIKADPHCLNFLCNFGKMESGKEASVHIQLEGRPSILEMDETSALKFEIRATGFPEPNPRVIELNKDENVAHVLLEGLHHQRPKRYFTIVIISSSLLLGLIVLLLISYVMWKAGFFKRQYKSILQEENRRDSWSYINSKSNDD
RPL19A-GFP yeast = alters RPL19A-GFP fluorescence in TOR pathway yeast screen. AID 2025. percent response vs DMSO, % at 10 µM. hit rate 0.3% among 330,000. S. cerevisiae RPL19A-GFP strain, flow cytometry, 3 h; hits give low values;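 active = percent response vs DMSO below 50%; inconclusive = fewer than 70 events counted for the yeast strain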;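 also: median channel GFP fluorescence of the barcoded RPL19A-GFP strain; ratio of sample median GFP to plate DMSO average so 100% = DMSO; lower means less RPL19A-GFP as with rapamycin TOR inhibition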
GASC-1 inh = human JMJD2C demethylase inhibition; Q9H3R0; GST-JMJD2C(1-420) H3K9me3 demethylation, DELFIA europium; inhibition, % at 2.35 µM; hit rate 0.069% among 330,000; AID 2099;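 active = more than half of a compound's replicate wells show inhibition beyond 50%, single wells judged on their own value; inconclusive = some, but no more than half, of replicates pass 50% inhibition; inactive = no replicate passes 50% inhibition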;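 also: signal counts dimethyl H3K9 product captured on neutravidin plate; 0% = median of DMSO wells and 100% = 0.3 times that DMSO median; strong numbers were not always called active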
CIT2 TOR yeast = alters CIT2-GFP fluorescence in TOR pathway yeast screen. GFP response vs DMSO, % at 10 µM. hit rate 0.065% among 320,000. S. cerevisiae CIT2-GFP strain, flow cytometry, 3 h; 100 means same as DMSO wells;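 active = GFP response relative to DMSO above a set limit, near the screen mean plus 3 SD, cut at about 150% in these data; inconclusive = Fewer than 70 cells measured for a yeast strain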;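 also: ratio of well median GFP fluorescence to mean of DMSO wells on the plate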
MEP2-GFP yeast = yeast TOR pathway MEP2-GFP modulation | S. cerevisiae MEP2-GFP strain, flow cytometry GFP, 3 h; 100% = DMSO control level | GFP response vs DMSO, % at 10 µM | hit rate 0.51% among 330,000;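 active = GFP response versus DMSO above a set limit, roughly screen mean plus 3 SD, cut at about 180% in these data; inconclusive = fewer than 70 cells counted for a yeast strain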;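 also: median GFP fluorescence of the barcode-gated MEP2-GFP cells per well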
GRK2 aptamer HTS = blocks RNA aptamer binding to human GRK2 | bead flow cytometry, FAM-aptamer displacement from GRK2 | inhibition of aptamer binding, % at 10 µM | hit rate 0.59% among 330,000 | AID 488847;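 active = inhibition of aptamer binding above 40%, roughly 3 SD of noise, on plates passing a quality check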;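 also: median bead fluorescence of bound FAM aptamer so fluorescent compounds give negative values; no value below 0 was filed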
The depositor's hits bear a star; ? = inconclusive; · = not tested or not shown.

canonical_smiles,LAP4 TOR yeast,AGP1 TOR yeast,VLA-4 inh,RPL19A-GFP yeast,GASC-1 inh,CIT2 TOR yeast,MEP2-GFP yeast,GRK2 aptamer HTS
Cc1c(C)n(C)c2ccc(C(=O)Nc3cccc4ccccc34)cc12,118,100,10,102,-6,104,112,0
CCC(=O)Nc1ccc(C(=O)CSc2nnc(-c3ccc(NS(=O)(=O)CC)cc3)o2)cc1OC,111,108,5,99,-3,93,95,1
CSc1ccccc1OCc1cc(C(=O)NCc2cnc(C)cn2)no1,108,104,-5,106,-5,97,116,0
CCOC(=O)CN(c1cc([N+](=O)[O-])ccc1OC)S(C)(=O)=O,110,107,8,97,-2,108,102,1
O=C(CSc1ccccc1F)NCCCN1CCCC1=O,102,106,-13,96,-2,106,96,2
COC(=O)Cn1c(O)c(N=NC(=O)CNC(=O)c2ccc3c(c2)OCCO3)c2ccccc21,103,101,8,102,-1,100,104,2
COc1cc(N2N=C(c3ccccc3)CC2c2ccccc2)c(C=O)cc1C=O (stereo not drawn),98,107,-4,104,-22,105,109,10
Cc1cccc(N/C=C/c2onc(C)c2[N+](=O)[O-])c1,100,104,-6,100,5,100,107,1
CC(=O)Nc1ccc(S(=O)(=O)NCCC(=O)OCC(=O)c2ccc(Br)cc2)cc1,101,115,0,97,2,110,94,0
NC(=O)c1cc(Cl)ccc1OCC(=O)Nc1ccc2c(c1)OCO2,102,94,10,99,0,97,95,2
Cc1ccc(CNC(=S)NC2CCC(C(C)(C)C)CC2)cc1 (stereo not drawn),74,94,0,119,1,80,102,4
CCOC(=O)c1cc(-c2ccccc2C)nn1Cc1cc(C)no1,112,88,1,97,4,84,103,3
Cc1noc(C)c1C(=O)OCC(=O)c1cc(C)n(Cc2ccccc2Cl)c1C,117,101,-8,101,4,92,104,0
Cc1ccc(CNCc2cccnc2)cc1,101,98,6,99,0,84,94,3
O=C(O)CN1CCCCCC1=O,117,100,-2,98,-3,100,112,0
CC1CCCN(C(=O)CSc2nnc(-c3cccnc3)n2C2CCCCC2)C1 (stereo not drawn),107,108,-6,102,0,109,105,3
O=C(NNC(=O)c1ccccc1[N+](=O)[O-])Nc1ccccc1C(F)(F)F,93,94,10,96,7,97,95,0
CC(=O)c1ccc(OCc2cc(C(=O)N(C)Cc3nc4c(C)cccc4[nH]3)no2)cc1,107,101,14,100,4,95,106,0
CCCCCSc1nnc2c(n1)OC(C)N(C(C)=O)c1ccccc1-2 (stereo not drawn),102,101,8,101,2,103,102,3
O=C(CN(C(=O)CCC(=O)Nc1nccs1)c1ccc(F)cc1)NCc1ccc(F)cc1,92,102,-15,106,23,107,103,0
Cc1ccc(Cl)cc1NC(=O)COC(=O)CN1C(=O)C2CCCCC2C1=O (stereo not drawn),113,99,9,97,·,96,99,1
COc1ccccc1NC(=O)COC(=O)c1cc(C)oc1C,98,92,3,96,4,96,93,0
COc1ccc(OC)c(N(C(=O)c2ccco2)C(C(=O)NC2CCCC2)c2cc(OC)c(OC)c(OC)c2)c1 (stereo not drawn),?,86,6,91,0,91,96,0
O=C(Nc1nccs1)C1C2CC3OC(=O)C1C3C2 (stereo not drawn),109,102,9,100,8,95,96,0
CCCCn1c(N)c(N(CC(C)C)C(=O)c2cc(-c3ccc(OC)c(OC)c3)nc3ccccc23)c(=O)[nH]c1=O,90,105,-4,93,-8,95,88,14

Another view of part of the listing above.
Results follow in this order: LAP4 TOR yeast	AGP1 TOR yeast	VLA-4 inh	RPL19A-GFP yeast	GASC-1 inh	CIT2 TOR yeast	MEP2-GFP yeast	GRK2 aptamer HTS
COc1ccc(OC)c(N(C(=O)c2ccco2)C(C(=O)NC2CCCC2)c2cc(OC)c(OC)c(OC)c2)c1 (stereo not drawn)
  ?	86	6	91	0	91	96	0
O=C(Nc1nccs1)C1C2CC3OC(=O)C1C3C2 (stereo not drawn)
  109	102	9	100	8	95	96	0

In the list so far, these contain an NH in an aromatic ring.
canonical_smiles,LAP4 TOR yeast,AGP1 TOR yeast,VLA-4 inh,RPL19A-GFP yeast,GASC-1 inh,CIT2 TOR yeast,MEP2-GFP yeast,GRK2 aptamer HTS
CC(=O)c1ccc(OCc2cc(C(=O)N(C)Cc3nc4c(C)cccc4[nH]3)no2)cc1,107,101,14,100,4,95,106,0
CCCCn1c(N)c(N(CC(C)C)C(=O)c2cc(-c3ccc(OC)c(OC)c3)nc3ccccc23)c(=O)[nH]c1=O,90,105,-4,93,-8,95,88,14

(cont.)
canonical_smiles,LAP4 TOR yeast,AGP1 TOR yeast,VLA-4 inh,RPL19A-GFP yeast,GASC-1 inh,CIT2 TOR yeast,MEP2-GFP yeast,GRK2 aptamer HTS
CCNc1ccc(C(=O)OCC(=O)Nc2cc(C)on2)cc1[N+](=O)[O-],100,102,16,100,·,89,102,12
CCn1cc(C(=O)Nc2ncccc2O)c(=O)c2cc(F)c(N3CCN(C(=O)c4ccco4)CC3)cc21,95,101,-4,102,0,102,101,4
Cc1cc(C)c(NC(=O)CN(C)C(=O)CCC(=O)c2ccc(C)s2)c(C)c1,104,101,-27,111,·,97,110,0
COC(=O)c1sc(C(C)(C)C)cc1CS(=O)(=O)c1ccccn1,102,103,5,95,2,86,92,2
Cc1ccnc(SC2CC(=O)N(c3ccc(Br)cc3)C2=O)n1 (stereo not drawn),106,100,4,108,-1,106,111,1
O=C(CCNS(=O)(=O)c1ccc2c(c1)CCC(=O)N2)Nc1ccc2c(c1)OCCO2,96,94,19,94,1,90,99,1
Cc1cc(Nc2c(C)n(C)n(-c3ccccc3)c2=O)c2ccccc2n1,94,101,-1,102,3,105,101,2
CC(C)=CCC/C(C)=C/COc1ccc2ccc(=O)oc2c1,106,107,2,102,-12,111,107,2
N#Cc1c(Nc2ccccc2)c(/C=N/N=C/c2ccccc2)c[nH]c1=O,96,105,-2,99,5,99,102,0
CC(C)(C#N)NC(=O)c1ccco1,94,99,0,98,-33,100,99,1
COc1ccc(CNC(=O)Nc2cccs2)cc1OC,88,·,-9,90,12,91,88,0
Cc1ccc(S(=O)(=O)N2CCCCC2)cc1NC(=O)COC(=O)c1c(F)cccc1F,103,110,7,107,-6,111,116,0
COc1ccccc1/C=C/C(=O)NCC(=O)N/N=C/c1ccccc1,91,94,-1,100,-3,103,106,0
CC(=O)c1cccc(Nc2nc(-c3sc(C)nc3C)cs2)c1,87,97,-4,104,-4,103,104,1
COc1cccc(NC(=O)c2ccccc2N2C(=O)C3C4C=CC(C5CC45)C3C2=O)c1 (stereo not drawn),88,95,0,100,8,98,97,0
CCCCNC(=O)/C=C1\Sc2ccccc2NC1=O,89,91,-2,107,-4,87,100,4
COc1ccc(-c2cnc(SCC(=O)Nc3nc(C(C)(C)C)cs3)n2Cc2ccco2)cc1,91,90,3,93,14,94,97,0
CC1CCN(C(=O)COC(=O)C2CCN(S(=O)(=O)c3ccc4c(c3)OCCO4)CC2)CC1,100,107,4,101,12,91,105,0
CCOc1ncccc1C(=O)OCC(=O)N(CC(C)C)c1c(N)n(Cc2ccccc2)c(=O)[nH]c1=O,99,103,0,94,3,96,95,0
CC(NC(=O)C1CCC(CNc2c(N3CCCCC3)c(=O)c2=O)CC1)c1ccccc1 (stereo not drawn),101,108,1,102,0,106,107,2
CC(C)n1cnc2c(Nc3ccc(C(=O)O)cc3)nc(Cl)nc21,128,90,11,96,2,98,98,0
CC(C1CC2CCC1C2)n1c(-c2cccs2)n[nH]c1=S (stereo not drawn),104,106,-10,104,9,100,99,0
COCC(=O)N(C)c1nnc(-c2ccc([N+](=O)[O-])cc2)s1,95,95,-19,97,-3,94,97,0
CCOC(=O)C1CCN(C(=O)Cc2c(C(=O)O)[nH]c3ccccc23)CC1,95,98,4,103,1,114,105,2
COCCCNCC(=O)c1c(N)n(Cc2ccccc2)c(=O)n(C)c1=O,92,104,-13,102,2,·,104,1

(more compounds)
Field names – A = LAP4 TOR yeast; B = AGP1 TOR yeast; C = VLA-4 inh; D = RPL19A-GFP yeast; E = GASC-1 inh; F = CIT2 TOR yeast; G = MEP2-GFP yeast; H = GRK2 aptamer HTS
CC(c1ccco1)N(C(=O)Nc1ccc(Cl)cc1)c1ccccn1 (stereo not drawn)
  A = 101; B = 98; C = 1; D = 94; E = -1; F = 103; G = 104; H = 0
CCn1c(C)nc2cc(C(=O)NNS(=O)(=O)c3ccccc3F)ccc21
  A = 89; B = 91; C = 17; D = 87; E = 26; F = 97; G = 92; H = 2
CCN(CC)C(=O)c1sc(NC(=O)C(Sc2ccccc2)c2ccccc2)c(C(=O)OC(C)C)c1C (stereo not drawn)
  A = 109; B = 100; C = -1; D = 102; E = 2; F = 119; G = 109; H = 0
COc1ccccc1CNC(=O)COC(=O)C1CCN(c2ccc(C(F)(F)F)cn2)CC1
  A = 103; B = 102; C = 0; D = 100; E = 4; F = 97; G = 105; H = 0
CCOc1ccc(NC(=S)N/N=C(\C)Cc2ccc(OC)cc2)cc1
  A = 100; B = 90; C = 8; D = 98; E = -6; F = 95; G = 103; H = 0
CCN(CC)c1ccc(S(=O)(=O)N2CCOCC2)cc1NS(C)(=O)=O
  A = 100; B = 95; C = -9; D = 96; E = -21; F = 84; G = 92; H = 0
CC1=C(C(=O)Nc2ccccn2)C(c2ccc(Br)cc2)n2ncnc2N1 (stereo not drawn)
  A = 103; B = ·; C = -7; D = 81; E = -1; F = 80; G = 118; H = 0
Cc1cc(=O)[nH]c(SCC(=O)Nc2ccc(N3CCCCC3)cc2)n1
  A = 100; B = 104; C = 1; D = 100; E = -1; F = 103; G = 100; H = 1
COc1cc(-c2nnc(SCC(=O)Nc3ccc4c(c3)OCCO4)o2)cc(OC)c1OC
  A = 99; B = 100; C = 25; D = 98; E = -11; F = 100; G = 104; H = 10
CC(=O)c1ccc(NC(=O)COC(=O)C2CC3C=CC2C3)cc1 (stereo not drawn)
  A = 97; B = 99; C = 1; D = 97; E = 7; F = 94; G = 101; H = 6
CCN(C(=O)CN1CCOCC1)C1(C)C(=O)c2ccccc2C1=O
  A = 104; B = 102; C = 19; D = 98; E = -1; F = 104; G = 100; H = 3
O=C(Nc1ccc(N2CCN(C(=O)c3ccc(Cl)cc3)CC2)cc1)c1ccc2c(c1)OCCO2
  A = 102; B = 98; C = 3; D = 98; E = -3; F = 97; G = 100; H = 0

Entries of single compounds as entered above. Order of values: LAP4 TOR yeast, AGP1 TOR yeast, VLA-4 inh, RPL19A-GFP yeast, GASC-1 inh, CIT2 TOR yeast, MEP2-GFP yeast, GRK2 aptamer HTS
Profile of `CCNc1ccc(C(=O)OCC(=O)Nc2cc(C)on2)cc1[N+](=O)[O-]` = 100, 102, 16, 100, ·, 89, 102, 12
Profile of `COc1cccc(NC(=O)c2ccccc2N2C(=O)C3C4C=CC(C5CC45)C3C2=O)c1` (stereo not drawn) = 88, 95, 0, 100, 8, 98, 97, 0
Profile of `Cc1cccc(N/C=C/c2onc(C)c2[N+](=O)[O-])c1` = 100, 104, -6, 100, 5, 100, 107, 1
Profile of `O=C(CSc1ccccc1F)NCCCN1CCCC1=O` = 102, 106, -13, 96, -2, 106, 96, 2
Profile of `COCCCNCC(=O)c1c(N)n(Cc2ccccc2)c(=O)n(C)c1=O` = 92, 104, -13, 102, 2, ·, 104, 1
